Source: PubChem BioAssay
bovine MsrA act = activators of bovine methionine sulfoxide reductase A. purified bovine MsrA, absorbance read-out. activation, % at 10.6 µM. 360,000 tested, 0.3% active; in the data active = activation above about 7.5%;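 note: 0% = vehicle and 100% = reference activator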
DNMT1 inh = inhibitors of human DNMT1; DNMT1 molecular beacon, Hinp1I cleavage, fluorescence; inhibition (reported as % activation of signal), % at 10 µM; 360,000 tested, 0.83% active; AID 588458; in the data active = inhibition above about 50%
MsrA inhibitor = inhibitors of bovine MsrA | purified bovine MsrA, absorbance read-out | 360,000 tested, 0.75% active | inhibition, % at 15.5 µM; in the data active = inhibition above about 4.5%;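 note: 0% = vehicle wells with enzyme and 100% = reference inhibitor wells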
Scp1 inh = blocks human Scp-1 phosphatase activity; Q9GZU7; Recombinant Scp1, phosphopeptide, malachite green phosphate absorbance; inhibition, % at 20 µM; 340,000 tested, 0.88% active;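 active = inhibition above about 50% at 20 µM, limit read from the data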;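 note: plate controls were DMSO wells with enzyme for no effect and wells lacking enzyme for full effect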
Target sequence (Q9GZU7 76-261 limits assumed): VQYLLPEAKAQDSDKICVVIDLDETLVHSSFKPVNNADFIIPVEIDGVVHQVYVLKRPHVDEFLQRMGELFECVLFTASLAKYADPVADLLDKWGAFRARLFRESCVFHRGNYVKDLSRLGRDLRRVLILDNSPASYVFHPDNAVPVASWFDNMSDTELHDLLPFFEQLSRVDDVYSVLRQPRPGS
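Test system: SCP-1 phosphatase catalytic domain, residues 76-261 | Compound dosing: One concentration, 20 µM, with 1.0% DMSO | Schedule: 45 min room-temperature reaction, 5 min colour, 30 min stabiliser | Detection: Absorbance at 630 nm | Read-out basis: % inhibition of SCP-1 phosphate liberation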
SUMO1-SIM PPI = modulators of human SUMO1-mediated protein-protein interactions; P63165; SUMO1 binding to a labelled peptide, TR-FRET, 1 h; inhibition, % at 20 µM; 360,000 tested, 0.33% active; in the data active = inhibition above about 37%
Target sequence (P63165 whole entry, looked up): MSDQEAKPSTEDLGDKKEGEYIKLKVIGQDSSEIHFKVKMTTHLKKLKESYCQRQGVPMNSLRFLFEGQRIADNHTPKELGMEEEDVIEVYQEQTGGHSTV
NRP1-CendR mod = modulators of CendR peptide binding to human neuropilin-1; O14786; FAM-RPARPAR peptide binding to NRP-1, fluorescence polarization; inhibition, % at 25 µM; 360,000 tested, 0.85% active;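 active = inhibition or corrected inhibition above about 18%, plus a signal ratio from 0.5 to 1.5, limit read from the data, passing the limit was not always enough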; note: strong numbers were not always called active
E coli Lon inh = E. coli protease La inhibition | inhibition, % at 7.94 µM | 360,000 tested, 0.42% active | purified E. coli Lon protease, fluorescence polarization | AID 602123 | P0A9M0; in the data active = inhibition above about 13%, passing the limit was not always enough;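 note: 0% = enzyme with probe and DMSO and 100% = no enzyme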
Tb MetRS inh = blocks T. brucei methionyl-tRNA synthetase activity | purified T. brucei MetRS, ATP depletion, Kinase-Glo luminescence | inhibition, % at 11.9 µM | 360,000 tested, 0.4% active | AID 624268;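 active = inhibition above a per-plate cutoff of the control wells' mean inhibition plus 3 SD, cut at about 5.5% in these data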;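 note: 0% = DMSO wells median and 100% = median of wells with control inhibitor compound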
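Measured by: Kinase-Glo luciferase luminescence reporting remaining unconsumed ATP. Material: purified T. brucei MetRS enzyme. Doses: 11.9 µM compound single dose, 0.9% DMSO. Medium: HEPES buffer containing pyrophosphatase, BSA, spermine, DTT. Times: 15 min preincubation, 2 h reaction, all 25 °C. Reagent: methionine, ATP and bulk E. coli tRNA.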
STEP inh = inhibitors of human striatal-enriched phosphatase STEP; inhibition, % at 20 µM; 360,000 tested, 0.25% active; P54829; AID 588621; recombinant STEP, OMFP fluorogenic substrate, fluorescence;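 active = inhibition at 20 µM, scaled per plate between control wells, above about 37%, limit read from the data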;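 note: 0% = DMSO with enzyme and substrate and 100% = substrate only without enzyme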
Target sequence (P54829 whole entry, looked up): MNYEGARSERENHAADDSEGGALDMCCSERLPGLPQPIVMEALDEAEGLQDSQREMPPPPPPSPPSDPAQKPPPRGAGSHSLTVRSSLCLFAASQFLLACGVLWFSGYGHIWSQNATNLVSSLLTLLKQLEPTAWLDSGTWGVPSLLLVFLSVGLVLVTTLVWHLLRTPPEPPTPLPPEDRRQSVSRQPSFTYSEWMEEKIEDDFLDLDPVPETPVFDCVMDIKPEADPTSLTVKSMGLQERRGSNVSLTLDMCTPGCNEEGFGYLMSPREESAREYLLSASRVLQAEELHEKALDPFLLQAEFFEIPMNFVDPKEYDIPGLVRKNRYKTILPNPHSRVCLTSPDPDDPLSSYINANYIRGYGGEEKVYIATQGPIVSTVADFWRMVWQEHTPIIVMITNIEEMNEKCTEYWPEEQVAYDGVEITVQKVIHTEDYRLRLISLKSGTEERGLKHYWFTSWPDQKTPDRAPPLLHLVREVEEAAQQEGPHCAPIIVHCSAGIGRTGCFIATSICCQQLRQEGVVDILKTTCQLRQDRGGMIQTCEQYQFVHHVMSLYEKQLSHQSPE
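Test system: STEP tyrosine phosphatase / Reagent: OMFP at 25 µM / Doses: 20 µM, 1% DMSO / Read-out: percent inhibition scaled to no-enzyme and uninhibited-enzyme controls, plate-pattern corrected / Detection: FITC-channel fluorescence of OMFP product / Medium: Bis-Tris buffer pH 6.0, 2.5 mM DTT, 0.005% Tween 20 / Schedule: 20 min at room temperature, dark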
LMPTP inh = blocks human LMPTP phosphatase. recombinant LMPTP-A, OMFP fluorogenic substrate, fluorescence intensity. inhibition, % at 20 µM. 360,000 tested, 0.22% active. AID 651560;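 active = compounds that cut the enzyme signal by at least half of the control window in the single-dose screen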;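 note: plate controls were DMSO wells with enzyme plus substrate for no effect and substrate without enzyme for full effect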
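Buffer or medium: Bis-Tris pH 6.0, DTT, detergent; Assay system: LMPTP-A enzyme; Quantity: 0.625 nM enzyme; Detection: endpoint fluorescence intensity; Times: 50 min dark incubation at room temperature; Controls: substrate-only low control, DMSO enzyme-plus-substrate high control; Doses: single 20 µM dose; Read-out: percent inhibition versus substrate-only and uninhibited controls; Reagent: 400 µM OMFP.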
* hit, by the source's call; nt = no result given. Rows are unselected (roughly 4.3% active in at least one column).

bovine MsrA act	DNMT1 inh	MsrA inhibitor	Scp1 inh	SUMO1-SIM PPI	NRP1-CendR mod	E coli Lon inh	Tb MetRS inh	STEP inh	LMPTP inh	canonical_smiles
-2	0	0.8	-5	2	0	-8	-0.6	-3	-1.2	CC(Cn1cncn1)C(=O)N1CCN(S(=O)(=O)c2ccccc2)CC1 (stereo not drawn)
0	0	-0.4	0	6	-2	-1	-0.5	0	-1.0	CCC(C)NS(=O)(=O)c1ccc(OCC(=O)N2CCCCC2)cc1 (stereo not drawn)
-2	-10	-2.0	nt	5	16	-6	0.1	-5	-0.2	CC(=O)Nc1ccc(NC(=O)c2cc(-c3cc(F)ccc3OCC3CCCO3)n[nH]2)cc1 (stereo not drawn)
0	3	1.8	-12	-6	4	-8	0.0	1	-0.5	CN1CCC(=C2c3ccccc3Sc3ccccc32)CC1
-3	1	1.4	0	1	0	-1	-0.3	0	-1.4	Cn1nnnc1SCC(=O)NCc1ccco1
0	5	0.9	-10	0	2	-10	0.5	2	-0.8	CCOC(=O)Cn1c(=O)oc2cc(S(=O)(=O)N3CCn4c3nc3ccccc34)ccc21
-11	1	0.0	9	1	0	1	-1.4	-4	-0.3	O=C(Cc1ccccc1)NCc1ccccn1
-1	-8	0.1	0	-10	-1	2	-0.6	0	-1.0	O=S(=O)(Cc1ccccc1)NCC1CCCN(Cc2ccc3nonc3c2)C1 (stereo not drawn)
0	6	-0.1	-5	-2	7	-5	-0.3	2	-1.0	S=C(Nc1ccc(Br)cc1Cl)N1CCN(c2ccccn2)CC1
-3	-3	0.1	-7	0	-13	4	0.7	-1	-0.8	Cc1cc2c(c(=O)n1Cc1ccc3c(c1)OCO3)C(c1cccnc1)C(C#N)=C(N)O2 (stereo not drawn)
-1	7	-1.5	-1	-19	2	-13	0.1	2	2.3	Cc1cccn2c(=O)c3cc(C(=O)NCC4CCCO4)c(=N)n(CCc4ccccc4)c3nc12 (stereo not drawn)
-10	1	-0.1	8	-4	-19	-9	-2.1	5	0.7	O=C(CSc1nc2ccccc2[nH]1)Nc1c(F)cccc1F
-2	-3	0.8	-10	7	1	11	-0.1	3	1.4	CC(NC(=O)COC(=O)CCC(=O)c1ccc(Cl)cc1)c1ccccc1 (stereo not drawn)
-8	2	0.6	3	-6	-11	4	-1.2	-4	-0.7	CC(C)CNS(=O)(=O)c1ccc(S(=O)(=O)N2CCN(CCC#N)CC2)cc1
-2	32	2.4	31	-2	16	2	-0.1	2	-2.2	N#CC1=C(N)Oc2n[nH]c(-c3cccnc3)c2C1c1ccc([N+](=O)[O-])o1 (stereo not drawn)
1	2	-1.4	5	-3	17	-8	-0.9	1	-1.1	O=C1OCCC1Sc1nnc(-c2ccco2)o1 (stereo not drawn)
-3	5	0.6	-7	-18	15	-2	-0.2	-1	0.5	Cc1nc2ccc([N+](=O)[O-])cc2s1
0	-2	1.6	-10	3	8	-1	-0.2	0	0.0	Cc1cccc(C(=O)NC(=S)N2CCc3ccccc3C2)c1
-4	1	-0.8	-5	4	-1	-4	-0.1	0	-2.0	CC(=O)c1ccc(N(CC(=O)NC2CCS(=O)(=O)C2)S(=O)(=O)c2ccc(Cl)cc2)cc1 (stereo not drawn)
-2	4	0.7	-9	-4	-3	-5	0.1	-2	-1.7	CN(C)CCNC(=O)C1CCCNC1=O (stereo not drawn)
-13	12	0.9	-13	-13	5	-8	-0.5	1	1.0	O=C1/C(=C/c2cccc([N+](=O)[O-])c2)CCc2ccccc21
-3	-5	-1.3	-10	0	5	2	0.6	-2	1.5	COc1ccccc1NC(=O)Nc1nnc(CC(=O)Nc2ccccc2C)s1
-5	4	-0.1	-5	3	3	0	-0.2	-1	-1.4	COC(=O)c1cc(-c2ccc(Br)cc2)on1
-1	-9	-0.8	-19	-5	4	-8	1.8	0	-1.0	Cc1ccc2cc(NC(=O)c3cccc(F)c3)ccc2n1

Quoted at random: 2 entries already listed
bovine MsrA act	DNMT1 inh	MsrA inhibitor	Scp1 inh	SUMO1-SIM PPI	NRP1-CendR mod	E coli Lon inh	Tb MetRS inh	STEP inh	LMPTP inh	canonical_smiles
-1	-9	-0.8	-19	-5	4	-8	1.8	0	-1.0	Cc1ccc2cc(NC(=O)c3cccc(F)c3)ccc2n1
-2	4	0.7	-9	-4	-3	-5	0.1	-2	-1.7	CN(C)CCNC(=O)C1CCCNC1=O (stereo not drawn)

Part of the list above, with tabs:
Structure	bovine MsrA act	DNMT1 inh	MsrA inhibitor	Scp1 inh	SUMO1-SIM PPI	NRP1-CendR mod	E coli Lon inh	Tb MetRS inh	STEP inh	LMPTP inh
CC(Cn1cncn1)C(=O)N1CCN(S(=O)(=O)c2ccccc2)CC1 (stereo not drawn)	-2	0	0.8	-5	2	0	-8	-0.6	-3	-1.2
CCC(C)NS(=O)(=O)c1ccc(OCC(=O)N2CCCCC2)cc1 (stereo not drawn)	0	0	-0.4	0	6	-2	-1	-0.5	0	-1.0
CC(=O)Nc1ccc(NC(=O)c2cc(-c3cc(F)ccc3OCC3CCCO3)n[nH]2)cc1 (stereo not drawn)	-2	-10	-2.0	nt	5	16	-6	0.1	-5	-0.2
CN1CCC(=C2c3ccccc3Sc3ccccc32)CC1	0	3	1.8	-12	-6	4	-8	0.0	1	-0.5
Cn1nnnc1SCC(=O)NCc1ccco1	-3	1	1.4	0	1	0	-1	-0.3	0	-1.4
CCOC(=O)Cn1c(=O)oc2cc(S(=O)(=O)N3CCn4c3nc3ccccc34)ccc21	0	5	0.9	-10	0	2	-10	0.5	2	-0.8
O=C(Cc1ccccc1)NCc1ccccn1	-11	1	0.0	9	1	0	1	-1.4	-4	-0.3
O=S(=O)(Cc1ccccc1)NCC1CCCN(Cc2ccc3nonc3c2)C1 (stereo not drawn)	-1	-8	0.1	0	-10	-1	2	-0.6	0	-1.0
S=C(Nc1ccc(Br)cc1Cl)N1CCN(c2ccccn2)CC1	0	6	-0.1	-5	-2	7	-5	-0.3	2	-1.0
Cc1cc2c(c(=O)n1Cc1ccc3c(c1)OCO3)C(c1cccnc1)C(C#N)=C(N)O2 (stereo not drawn)	-3	-3	0.1	-7	0	-13	4	0.7	-1	-0.8
Cc1cccn2c(=O)c3cc(C(=O)NCC4CCCO4)c(=N)n(CCc4ccccc4)c3nc12 (stereo not drawn)	-1	7	-1.5	-1	-19	2	-13	0.1	2	2.3

Later entries.
bovine MsrA act	DNMT1 inh	MsrA inhibitor	Scp1 inh	SUMO1-SIM PPI	NRP1-CendR mod	E coli Lon inh	Tb MetRS inh	STEP inh	LMPTP inh	canonical_smiles
2	1	0.2	9	-1	-28	0	-0.4	-2	3.9	O=C(CCC(=O)c1cccs1)OCC(=O)N1CCN(C(=O)c2ccco2)CC1
-8	-2	-0.3	0	2	2	0	-1.3	1	-1.0	CCN(CC)C(=O)CSc1nnc(SCc2ccc(Cl)cc2)s1
4	1	1.1	-9	-10	0	3	-0.2	-2	-0.7	CCC(CC)C(=O)Nc1cccc(-c2ccc3nncn3n2)c1
-1	-5	-0.8	-3	-27	-13	-7	0.7	3	0.5	COC(=O)C1CCN(C(=O)Cc2c(OC)ccc3cc(Br)ccc23)CC1
-3	-6	3.6	6	-8	-2	1	-0.8	1	-0.8	CCOc1cc(/C=C2\NC(=O)NC2=O)ccc1OC(C)C(=O)O (stereo not drawn)
-4	-1	1.7	6	2	15	-2	-0.4	-1	-0.3	O=C(CCC(=O)c1cccs1)c1cccs1
-2	5	0.5	-7	-4	-10	1	-0.5	4	-3.4	Cc1ccc(C(c2sc3nc(C)nn3c2O)N2CCN(CCO)CC2)cc1 (stereo not drawn)
-4	0	0.9	7	0	4	-2	-0.4	-2	-0.5	CCc1ccc(NC(=O)Cn2ccn(-c3cccc(Cl)c3)c(=O)c2=O)cc1
-1	-8	2.3	-5	2	3	-2	-0.2	-5	0.6	Cc1ccc(CN(C)C(=O)c2cccc(S(=O)(=O)N3CCc4ccccc4C3)c2)o1
2	-5	-0.6	-6	-19	-1	2	-0.6	0	0.5	Cc1cc(C(=O)COC(=O)/C=C/c2ccc(F)cc2)c(C)n1C
-6	-5	0.9	-2	23	54	-259	-0.1	-75	18	CCN1C(=O)/C(=C/C=C2\N(CC)c3cc(S(=O)(=O)N(C)C)ccc3N2c2ccccc2)SC1=S
-2	-1	2.3	-7	-2	1	-8	-0.1	1	-1.4	CC(=O)Nc1ccc(/C=N/NC(=O)CNS(=O)(=O)c2ccccc2)cc1
1	11	0.1	-8	1	13	-10	-0.1	-1	-2.2	CCN(CC(=O)Nc1c(F)cccc1F)C(=O)c1ccc(NC(=O)CC2SC(N3CCCC3)=NC2=O)cc1 (stereo not drawn)
3	2	-0.3	-7	4	0	-4	2.7	0	-1.6	Cc1nc2ccccc2c(=O)n1/N=C/c1ccc(F)cc1
-3	1	0.0	-6	0	1	5	-0.1	0	-1.3	Cn1c(SCC(=O)c2ccc3c(c2)OCCO3)nnc1C1CC1
-3	-1	-0.1	-2	1	4	-2	0.2	0	-0.4	CSc1ncccc1C(=O)OCC(=O)N1CCN(S(=O)(=O)c2ccc(C)cc2C)CC1
-1	1	-0.7	nt	0	11	3	-0.4	0	-1.0	CC(C)NC(=O)Nc1ccc2c(c1)C(=O)N([C@@H](C)CO)C[C@H](C)[C@H](CN(C)S(=O)(=O)c1ccccc1)OCCCC[C@H](C)O2
